# TDP-43 yeast inh = qHTS of TDP-43 Inhibitors. TDP-43 expressing yeast growth rescue, BacTiter-Glo, 24 h. Potency, µM (series often up to 46.1 µM), for inactives: at the top dose growth rescue (activation), usual class: activators. 410,000 tested, 1.8% active; note: % of control where 0% means no effect; nearly all actives have a fitted effect of over 50% in size
#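 Yeast cells expressing TDP-43 under galactose induction are exposed to compounds for 24 hr at 30 deg C. BacTiter-Glo luminescence measures growth, so protective compounds score as activators.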
# HT1080 IDH1KD tx = qHTS for induction of synthetic lethality in tumor cells producing 2HG: qHTS for the HT-1080-IDH1KD cell line; HT-1080 IDH1 knockdown viability, ATP luminescence, 48 h; Potency, µM (series often up to 46.1 µM), for the others: at the highest dose activity, negative = toxicity, actives largely listed as cytotoxic; 360,000 tested, 2% active; AID 686971, 2013;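 note: 0% = DMSO wells and -100% = cell-free medium wells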
#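 In this qHTS, HT-1080 cells depleted of IDH1 are exposed for 48 h at 37 °C to compound titrations. Toxicity is scored from CellTiter-Glo luminescence, with DMSO as full viability and medium alone as none.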
# SW480 rerep = A quantitative high throughput screen for small molecules that induce DNA re-replication in SW480 colon adenocarcinoma cells | SW480 DNA re-replication, Hoechst DNA content imaging, 48 h | Potency, µM (titrated, usually from 46.1 µM), without a hit: at the highest dose re-replication activation, most hits filed as activators | 340,000 tested, 1.8% active; note: % of control where 0% means no effect; nearly all actives have a fitted effect of over 55% in size
#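 250 cells/well; 23 nL cpd via pin tool; 48 hr, 37 C, 5% CO2; Hoechst 40 min; imager read of total nuclear intensity, ex 405/em 500-530 nm.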
# GLP-1R inv ag = qHTS of GLP-1 Receptor Inverse Agonists (Inhibition Mode) | HEK293 GLP-1R CRE-luciferase, luminescence, 24 h; GLP-1R form is constitutively active | Potency, µM (series often up to 38.3 µM), without a hit: at the highest dose activity change, negative = inhibition, most hits filed as inhibitors | 410,000 tested, 1.6% active; note: % is set by controls: 0 for no effect and ±100 for the full control effect; nearly all actives have a fitted effect of over 55% in size
#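 HEK293 cells stably co-expressing constitutively active GLP-1R and a cAMP-responsive luciferase reporter were seeded in DMEM with 10% Nu serum, given compounds after 12 h, and incubated 24 h at 37 deg C. Luminescence was then read.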
# GLP1R ag = qHTS of GLP-1 Receptor Agonists; Glucagon-like peptide 1 receptor (Homo sapiens), P43220; HEK293 GLP-1R CRE-luciferase, luminescence, 4-6 h; cells express a hypersensitive GLP-1R form; Potency, µM (doses to about 45.6 µM), for the others: at the top dose activation, hits mostly activators; 380,000 tested, 0.007% active; note: % of control where 0% means no effect
# GLP1R cytotox = qHTS of GLP-1 Receptor Inverse Agonists: Cytotox Screen; HEK293 cAMP-luciferase reporter cells, luminescence, 24 h; 410,000 tested, 0.13% active; Potency, µM (highest dose often 38.3 µM), without a hit: top-dose activity change, negative = inhibition, hits mostly inhibitors;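 note: loss of luciferase light is scored as toxicity; % is set by controls: 0 for no effect and ±100 for the full control effect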
#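 A 23 nL compound transfer followed 12 hours of cell culture at 37 deg C; exposure then lasted 24 hr. Luciferase assay detection reagent was dispensed and plates read for luminescence after a 12 min room-temperature wait.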
# HT1080NT lethal = qHTS for induction of synthetic lethality in tumor cells producing 2HG: qHTS for the HT-1080-NT fibrosarcoma cell line | HT-1080-NT fibrosarcoma viability, CellTiter-Glo ATP luminescence, 48 h | Potency, µM (series often up to 46.1 µM), for inactives: top-dose activity, negative = less viability, most hits filed as cytotoxic | 360,000 tested, 1.6% active;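 note: NT is the 2HG producing partner of a matched IDH1 knockdown line; 0% = DMSO-treated cells and -100% = media-only wells without cells; nearly all actives have a fitted effect of over 55% in size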
#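 HT-1080-NT fibrosarcoma cells (2HG-overproducing), 750 cells/well in RPMI with 5% FBS, dosed after 2 h and incubated 48 h at 37C. CellTiter-Glo luminescence normalized to DMSO and no-cell wells; concentration-response curves fitted and classed.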
# * = called active by the depositor; ? = inconclusive; · = not tested or not shown; & = joins results of further samples; [ ] = remark or other dose. Calls come from the whole dose curve; as a rule, active = well fitted curve in the direction sought with a large enough effect; inconclusive = small, poorly fitted or top-dose-only effect, or another doubt; inactive = no such curve, though single readings can be large; an effect the other way counts as inactive or inconclusive. Potency is the fitted concentration of half-maximal effect. Only part of the results is shown; count on the stated rates, not on these rows.
SMILES	TDP-43 yeast inh	HT1080 IDH1KD tx	SW480 rerep	GLP-1R inv ag	GLP1R ag	GLP1R cytotox	HT1080NT lethal
C#C[C@]1(OC(C)=O)CC[C@H]2[C@@H]3CCC4=C[C@@H](OC(C)=O)CC[C@@H]4[C@H]3CC[C@@]21C	·	·	21%	·	11%	·	·
c1ccc2c(c1)Sc1ccccc1N2CCN1CCCC1	·	·	3%	·	16%	·	·
CN(C)CCC=C1c2ccccc2C(C)(C)c2ccccc21	·	·	?	·	8%	·	·
CCOC(=O)OC(C)OC1=C(C(=O)Nc2ccccn2)N(C)S(=O)(=O)c2ccccc21 (centres undefined)	·	·	-9%	·	4%	·	·
O=C(O)CCC(=O)O	·	·	-4%	·	-1%	·	·
Nc1nc(NC2CC2)c2ncn([C@H]3C=C[C@@H](CO)C3)c2n1	·	·	-2%	·	-1%	·	·
CC1CC(OC(=O)C(O)c2ccccc2)CC(C)(C)C1 (centres undefined)	·	·	-5%	·	-8%	·	·
Cc1ncc(C[n+]2csc(CCOP(=O)(O)O)c2C)c(N)n1	·	·	-5%	·	-1%	·	·
CCOc1cc(NC(C)=O)ccc1C(=O)OC	·	·	-9%	·	9%	·	·
C[C@@H]1CCC2[C@@H](C)[C@@H](O)O[C@@H]3O[C@@]4(C)CC[C@@H]1[C@@]23OO4 (some centres undefined)	·	·	?	·	23%	·	·
Cc1cc(C)cc(-n2cnc3cc(C(=O)NCCc4ccccc4)ccc32)c1	·	·	·	-63%	·	-33%	·
COc1ccc(C2Nc3ccc(NC(C)=O)cc3C(=O)N2Cc2cccc(Cl)c2)cc1COc1ccc(NC(C)=O)cc1 (centres undefined)	·	3%	·	·	·	·	0%
COc1cc2nc(N3CCCN(C)CC3)nc(N(C)C)c2cc1OC	·	-17%	·	·	·	·	-22%
Cc1cc(O)cc2c1O[C@](C)(CCC(=O)O)CC2	·	16%	·	·	·	·	16%
Cc1ccc(NNC(=O)c2sccc2Cl)c(C)c1	·	-19%	·	·	·	·	-9%
CCCN1CNc2c(c(=O)[nH]c(=S)n2CCc2ccccn2)C1	·	1%	·	·	·	·	20%
Cc1ccc(S(=O)(=O)c2cnc(-c3ccccc3)[nH]c2=O)cc1	·	2%	·	·	·	·	21%
COc1cc2c(NC3CCN(C)CC3)nc(N3CCCN(C)CC3)nc2cc1O	·	10%	·	·	·	·	-2%
COc1cc2nc(N3CCCN(C)CC3)nc(N3CCN(C)CC3)c2cc1OC	·	-11%	·	·	·	·	-14%
COc1ccc(CN(Cc2ccccc2)C(=O)c2ccno2)cc1COc1ccc(NC(C)=O)cc1	·	7%	·	·	·	·	-1%
CC(=O)N(c1ccc(Cl)cc1)C1SC(=O)N(c2ccccc2)C1=O (centres undefined)	·	18%	·	·	·	·	16%
Cc1ccc(S(=O)(=O)N(C)CCN(C)c2nc(-c3cccs3)nc3ccccc23)cc1	·	23%	·	·	·	·	12%
O=C(Nc1ccccc1F)c1cnn2c1NC(=C1CC1)C=C2C(F)F	·	4%	·	·	·	·	15%
CCCCN(CCCN)c1ccc(Br)cn1	·	2%	·	·	·	·	7%
Cc1ccc(Nc2c(-c3ccc(C)s3)nc3cccc(C)n23)cc1	·	-20%	·	·	·	·	-18%
Nc1nc2ccc(Cl)cc2c2nc(-c3ccco3)nn12	·	-14%[92.2 µM]	·	·	·	·	-25%[92.2 µM]
COc1cc2nc(N3CCCCC3)nc(NC3CC3)c2cc1OC	·	-16%	·	·	·	·	-21%
COc1ccc(-c2nc3ccc(NC(=O)CO)cc3c(=O)n2Cc2cccc(Cl)c2)cc1COc1ccc(NC(C)=O)cc1	·	?	·	·	·	·	?
COc1ccc(CC(=O)NO)cc1	·	19%	·	·	·	·	16%
Cc1ccc(-c2nc3ccccn3c2Nc2ccccc2C)o1	·	-4%	·	·	·	·	-12%
CC(C)(C)c1ccc(O)c(N=Cc2cccc([N+](=O)[O-])c2)c1	·	12%	·	·	·	·	5%
N[C@@H](Cc1ccc(O)cc1)C(=O)NO	·	17%	·	·	·	·	7%

# Some of the entries above in another layout:
# Results follow in this order: TDP-43 yeast inh | HT1080 IDH1KD tx | SW480 rerep | GLP-1R inv ag | GLP1R ag | GLP1R cytotox | HT1080NT lethal
Cc1ccc(-c2nc3ccccn3c2Nc2ccccc2C)o1
  · | -4% | · | · | · | · | -12%
CC(C)(C)c1ccc(O)c(N=Cc2cccc([N+](=O)[O-])c2)c1
  · | 12% | · | · | · | · | 5%
N[C@@H](Cc1ccc(O)cc1)C(=O)NO
  · | 17% | · | · | · | · | 7%

# Following part
SMILES	TDP-43 yeast inh	HT1080 IDH1KD tx	SW480 rerep	GLP-1R inv ag	GLP1R ag	GLP1R cytotox	HT1080NT lethal
COc1ccc(CN(Cc2ccccc2)C(C)=O)cc1COc1ccc(NC(C)=O)cc1	·	?	·	·	·	·	?
COc1ccc(CCn2c3c(c(=O)[nH]c2=S)CN(C(C)C)CN3)cc1OC	·	-12%	·	·	·	·	2%
O=C(COc1ccccc1C(=O)OCC(=O)N1CCOCC1)Nc1ccc(Br)cc1	·	3%	·	·	·	·	1%
CCCN1CNc2c(c(=O)[nH]c(=S)n2CCc2cccc(C)c2C)C1	·	13%	·	·	·	·	10%
CC(=O)NCCCN(Cc1ccc(Cl)c(Cl)c1)c1ccc(Br)cn1	·	?	·	·	·	·	?
COc1ccc(Nc2c(-c3ccc(C)o3)nc3ccccn23)cc1	·	4%	·	·	·	·	1%
CC(=O)Nc1nc(-c2ccccc2)c(-c2ccccc2)s1	·	-10%	·	·	·	·	-13%
CC(C)(C)C(=O)OCCNc1nc(-c2cccs2)nc2ccccc12	·	-27%	·	·	·	·	-22%
Cc1ccc(S(=O)(=O)N2CCN(c3nc(-n4c(=O)[nH]c5ccccc54)nc4ccccc34)CC2)cc1	·	-6%	·	·	·	·	-8%
CC1(C)CCc2cc(S(=O)(=O)N3CCN(c4nc(-c5cccs5)nc5ccccc45)CC3)ccc2O1	·	5%	·	·	·	·	21%
COc1ccccc1CC(=O)NO	·	16%	·	·	·	·	6%
C1NNCC12CNNC2	·	0%	·	·	·	·	?
O=C(NNc1ccc(F)cc1F)c1cccs1	·	?	·	·	·	·	-30%
Cc1c(O)ccc2c1OC(C)(C)CC2	·	15%	·	·	·	·	14%
O=C(NNc1cc(Cl)cc(Cl)c1)c1sccc1Cl	·	-15%	·	·	·	·	-26%
CCCCN(Cc1ccc(Cl)c(Cl)c1)c1ccc(Br)cn1	·	20%	·	·	·	·	9%
CCCN1CNc2c(c(=O)[nH]c(=S)n2CCC)C1	·	24%	·	·	·	·	15%
CCCN1CNc2c(c(=O)[nH]c(=S)n2CCc2cc(Cl)cc(Cl)c2)C1	·	?	·	·	·	·	?
c1ccc(Nc2nc(NCc3ccco3)nc3nccnc23)cc1	·	17%	·	·	·	·	18%
Cc1ccc(S(=O)(=O)N2CCN(c3nc(-c4cccs4)nc4nc[nH]c34)CC2)cc1	·	-9%	·	·	·	·	-20%
O=S(=O)(Cc1ccccc1)N1CCN(c2nc(-c3cccs3)nc3ccccc23)CC1	·	4%	·	·	·	·	18%
O=S(=O)(c1ccccc1Cl)N1CCN(c2nc(-c3cccs3)nc3ccccc23)CC1	·	8%&21%	·	·	·	·	29%&8%
Cc1ccc(NC(=O)COC(=O)c2ccccc2OCC(=O)Nc2ccc(Br)cc2)c(Br)c1	·	-4%	·	·	·	·	-1%
CCOc1ccccc1N1C(=O)c2ccccc2N/C1=C\N1CCN(C(=O)c2ccco2)CC1	·	-8%	·	·	·	·	?
COc1cc2nc(CCNCc3ccccc3)nc(NC3CCN(C)CC3)c2cc1OC	·	?	·	·	·	·	?
O=C(NC1CCCc2ccccc21)c1cnn2c1NC(=C1CC1)C=C2C(F)F (centres undefined)	·	-20%	·	·	·	·	-25%
COc1cc(NC(=O)CSc2nnc3c4ccccc4n(C)c3n2)cc(OC)c1OC	·	-12%	·	·	·	·	2%
COc1ccc(-c2nc3ccc(NC(C)=O)cc3c(=O)n2Cc2cccc(Cl)c2)cc1COc1ccc(NC(C)=O)cc1	·	-14%	·	·	·	·	-21%
COc1ccc(CCn2c(=S)[nH]c(=O)c3cccnc32)cc1OC	·	?	·	·	·	·	?
O=C(Nc1ccccc1Sc1ccccc1)c1cnn2c1NC(=C1CC1)C=C2C(F)(F)F	·	4%	·	·	·	·	0%
Cc1cc(Oc2ccccc2)nc(C#N)n1	·	24%	·	·	·	·	20%
O=S(=O)(c1cccs1)N1CCN(c2nc(-c3cccs3)nc3ccccc23)CC1	·	2%	·	·	·	·	18%
COc1cc2c(NC3CCN(C)CC3)nc(N3CCCN(C)CC3)nc2cc1OCCCCC(N)=O	·	6%	·	·	·	·	23%
Fc1ccccc1-c1ccc(-c2nc3ccc(Cl)cn3c2Nc2ccc(Cl)cc2)o1	·	?	·	·	·	·	?
Cc1ccc2nc(-c3ccc(C)o3)c(Nc3ccc4c(c3)OCO4)n2c1	·	0%	·	·	·	·	4%
O=C(Cc1ccccc1Cl)NO	·	20%	·	·	·	·	15%
COc1cc(NC(=O)CSc2nnc3c(n2)[nH]c2ccc(OC)cc23)cc(OC)c1	·	-2%	·	·	·	·	-1%
Cc1ccc2nc(-c3cccs3)c(Nc3ccccc3)n2c1	·	19%	·	·	·	·	18%
COc1ccc(S(=O)(=O)NCC(c2cccs2)S(=O)(=O)c2ccccc2)cc1OC (centres undefined)	3.2µM*	·	·	-2%	·	4%	·
O=C(CSc1nc2c([nH]c3ccccc32)c(=O)n1-c1ccccc1)Nc1ccccc1F	3%	·	·	7%	·	-4%	·
CCc1nn(CC(=O)N2CCCCC2)c(=O)c2cc3sc(C)cc3n12	12%	·	·	2%	·	2%	·
Cc1ccc(-n2nc(CO)c(C(=O)NCCCCc3ccccc3)n2)cc1	7%	·	·	1%	·	-12%	·
CCC1CCCCN1C(=O)c1sc(-n2nc(C)c(Cc3ccccc3)c2C)nc1C (centres undefined)	16%	·	·	5%	·	5%	·
O=C(CSc1nc2c([nH]c3ccccc32)c(=O)n1-c1ccccc1)N1CCCC1	6%	·	·	6%	·	-1%	·
O=C(CCC1CCCC1)N1CCc2c([nH]c3ccccc23)C1c1ccc(Cl)cc1 (centres undefined)	-16%	·	·	3.2µM*	·	13%	·

# Bioassay records as filed in PubChem.
